ADAM17 inh = ADAM17 inhibitors, primary screen, biochemical, QFRET | 0.83% of 370,000 active | inhibition, % at 6.95 µM | Disintegrin and metalloproteinase domain-containing protein 17 (Homo sapiens), P78536 | recombinant ADAM17, EDANS/DABCYL FRET peptide cleavage | AID 720648, 2013;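 active means inhibition above the mean of compounds lying between control limits plus 3 SD, set per campaign, cut at about 8.5% in these data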;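 further: 0% = DMSO-only wells as the low control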
ARFGAP1 inhibitor = inhibitors of rat ARFGAP1 GAP activity, primary screen, biochemical, fluorescence polarization, GDP tracer | Arfgap1-stimulated ARF1 GTP hydrolysis, GDP FP detection | 0.26% of 360,000 active | AID 651572, 2012 | inhibition, % at 16.5 µM | ADP-ribosylation factor GTPase-activating protein 1 (Rattus norvegicus), Q62848;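 active means inhibition above a per-plate limit, mean inhibition of low control wells plus 3 SD, cut at about 25% in these data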;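 further: 0% = DMSO wells with enzyme and 100% = wells lacking Arfgap1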
Target sequence (Q62848 1-136 limits assumed): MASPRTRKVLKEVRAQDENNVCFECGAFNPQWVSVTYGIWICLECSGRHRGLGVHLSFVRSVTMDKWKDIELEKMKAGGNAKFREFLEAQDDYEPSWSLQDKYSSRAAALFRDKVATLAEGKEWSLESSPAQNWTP
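Assay system: Rat Arfgap1 GAP domain (His6, aa 1-136), purified enzyme | Buffer or medium: HEPES 25 mM pH 7.5, NaCl 150 mM, MgCl2, DTT | Schedule: GTP hydrolysis reaction 2 h at 25 °C | Signal: FP of antibody-bound GDP Alexa 633 tracer, ex 620/em 688 nm | Measure: Percent inhibition of Arfgap1-stimulated GTP hydrolysis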
Tn7 DDE FP = inhibitors of Tn7 peptide binding to fibrin DD(E), primary screen, biochemical, fluorescence polarization, human fibrin, Tn7 probe; Fibrinogen beta chain (Homo sapiens), P02675; FP displacement of FITC-Tn7 peptide from fibrin DD(E); 0% = median of compound wells per plate; inhibition, % at 8.3 µM; 0.13% of 370,000 active; AID 720508, 2013;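 active means inhibition above the mean of compounds falling within the control limits plus 3 SD of them, cut at about 14% in these data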;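 further: 0% = plate median of compound wells and 100% = 10 µM Aha-Tn7 peptide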
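System: human fibrin DD(E); quantity: Fibrin-DD(E) at 2 µM final; also added: fluorescent Tn7 probe at 0.1 µM; compound dosing: single nominal test concentration of 8.3 µM per compound; schedule: 10 min preincubation, 3 h with tracer, room temperature; detection: fluorescence polarization of the labelled Tn7 tracer; repeats: one replicate per compound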
PLC-gamma1 inh = PLC-gamma1 enzyme inhibitors, primary screen, biochemical, fluorescence, purified enzyme; fluorogenic substrate; 1-phosphatidylinositol 4,5-bisphosphate phosphodiesterase gamma-1 (Homo sapiens), P19174; 0.84% of 370,000 active; AID 720700, 2013; inhibition, % at 12.2 µM; in the data active means inhibition above about 9.5%
Tn6 DDE FP = inhibitors of Tn6 peptide binding to fibrin DD(E), primary screen, biochemical, fluorescence polarization, human fibrin, Tn6 probe; Fibrinogen beta chain (Homo sapiens), P02675; Fibrin DD(E) TRITC-Tn6 fluorescence polarization displacement; inhibition, % at 8.3 µM; 0.21% of 370,000 active;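 active means inhibition above a per-campaign cutoff: mean of compounds within control limits plus 3 SD, cut at about 15% in these data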;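 further: 0% = median of all compound wells on the plate and 100% = blocking peptide control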
LEDGF integ inh = blockers of LEDGF/p75-dependent integrase strand transfer – biochemical, TR-FRET, high throughput, primary screen. HIV-1 integrase (with human LEDGF/p75). 0.64% of 370,000 active. inhibition, % at 3.7 µM. TR-FRET IN-LEDGF/p75 DNA integration, Eu/Cy5;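 active means inhibition above the screen-wide mean plus 3 SD, cut at about 13% in these data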;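 further: signal is the Cy5 over europium emission ratio at 671 and 618 nm; 0% = plate median of compound wells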
proKLK7 act = proKLK7 zymogen activators, primary screen, biochemical, fluorescence intensity. purified proKLK7, EDANS-DABCYL substrate fluorescence; 100% is mature enzyme control, 0% vehicle. activation, % at 7 µM. 0.9% of 370,000 active. AID 652039, 2013;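 active means activation above the mean of all tested compounds plus 3 SD, computed per campaign excluding outliers beyond control limits, cut at about 13% in these data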
ADAM10 inh = human ADAM10 inhibitors, primary screen, biochemical, QFRET, HTS; inhibition, % at 7 µM; recombinant ADAM10, EDANS/DABCYL FRET peptide cleavage, 3 h; 0.62% of 370,000 active; AID 720582, 2013; Disintegrin and metalloproteinase domain-containing protein 10 (Homo sapiens), O14672;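 active means inhibition above a per-campaign cutoff equal to the mean of compounds falling between control-based bounds plus 3 SD, cut at about 20% in these data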;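 further: 0% = DMSO wells while the 100% control is not disclosed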
Target sequence (O14672 214-748 limits assumed): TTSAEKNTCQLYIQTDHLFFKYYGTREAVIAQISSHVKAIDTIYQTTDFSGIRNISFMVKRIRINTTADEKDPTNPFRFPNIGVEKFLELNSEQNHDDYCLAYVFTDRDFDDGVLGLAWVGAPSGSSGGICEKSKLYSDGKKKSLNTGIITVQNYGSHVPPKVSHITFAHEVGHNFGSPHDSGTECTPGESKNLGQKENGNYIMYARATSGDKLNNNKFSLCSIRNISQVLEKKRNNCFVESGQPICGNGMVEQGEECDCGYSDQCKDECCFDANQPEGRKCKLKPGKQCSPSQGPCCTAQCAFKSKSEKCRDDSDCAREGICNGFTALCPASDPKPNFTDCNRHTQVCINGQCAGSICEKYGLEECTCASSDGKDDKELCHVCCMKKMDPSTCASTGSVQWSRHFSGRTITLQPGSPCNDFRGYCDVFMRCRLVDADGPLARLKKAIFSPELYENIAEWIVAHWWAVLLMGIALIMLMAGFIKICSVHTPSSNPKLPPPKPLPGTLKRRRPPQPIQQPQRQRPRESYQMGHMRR
ASAP1 inh = inhibitors of human ASAP1 ArfGAP activity, primary screen, biochemical, fluorescence polarization | ASAP1-stimulated ARF1 GTP hydrolysis, GDP FP detection | inhibition, % at 16.5 µM | 0.19% of 360,000 active | AID 624377, 2012; in the data active means inhibition above about 25%;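 further: 0% = vehicle with enzyme and substrate and 100% = no enzyme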
Target sequence (Q9ULH1 325-724 limits assumed): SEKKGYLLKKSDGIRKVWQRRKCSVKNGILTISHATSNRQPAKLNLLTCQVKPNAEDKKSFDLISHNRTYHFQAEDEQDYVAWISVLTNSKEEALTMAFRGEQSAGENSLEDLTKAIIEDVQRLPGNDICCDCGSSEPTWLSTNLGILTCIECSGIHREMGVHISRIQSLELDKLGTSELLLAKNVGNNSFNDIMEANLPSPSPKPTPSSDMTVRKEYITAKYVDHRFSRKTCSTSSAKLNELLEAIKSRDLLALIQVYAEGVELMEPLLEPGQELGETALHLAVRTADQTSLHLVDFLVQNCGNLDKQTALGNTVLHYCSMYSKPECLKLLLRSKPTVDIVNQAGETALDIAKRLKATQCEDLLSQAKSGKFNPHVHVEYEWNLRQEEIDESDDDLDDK
TDP2 absorb = human TDP2 enzyme inhibitors, primary screen, biochemical, epi absorbance, recombinant enzyme | T5PNP hydrolysis, p-nitrophenol absorbance 415 nm | inhibition, % at 12.8 µM | 0.34% of 370,000 active;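 active means inhibition above the mean of all tested compounds plus 3 SD, set per campaign, cut at about 25% in these data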;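 further: 0% = DMSO with enzyme and 100% = buffer with substrate but no TDP2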
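Material: recombinant human TDP2; quantity: TDP2 enzyme at 120 nM final; medium: Tris-HCl pH 7.5 with MgCl2; compound: single concentration, 12.8 µM nominal, with 1% DMSO; incubation: 2 h enzyme incubation at 37 °C; signal: epi absorbance; measure: percent inhibition; benchmarks: high control without enzyme, low control DMSO plus TDP2; repeats: singlicate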
The depositor's hits bear a star; i = inactive; · = no result given; & = joins results of further samples.

SMILES	ADAM17 inh	ARFGAP1 inhibitor	Tn7 DDE FP	PLC-gamma1 inh	Tn6 DDE FP	LEDGF integ inh	proKLK7 act	ADAM10 inh	ASAP1 inh	TDP2 absorb
CCCCOc1ccc(C(=O)NCCN2CCC(n3c(=O)[nH]c4ccccc43)CC2)cc1	-3	5	5	1	6	0	0.0	-10	-6	-1
CCN(CC)CCN(C(=O)CN1C(=O)CCC1=O)c1nc2cc3c(cc2s1)OCO3	-1	5	4	-1	4	-3	0.1	1	17	7
COc1cc(CC(NC(C)=O)C(=O)NC2CCN(C(=O)Nc3ccc(C)cc3)CC2)cc(OC)c1 (centres undefined)	1	5	-2	3	-1	5	-0.6	-2	5	7
N=c1oc2ccc3ccccc3c2cc1C(N)=S	i	15	-6	i	-2	-4	-32	i	-9	-3
CC(C)(C)c1ccc(NC(=S)NCc2cccs2)cc1	2	1	-9	0	2	-3	-0.2	-6	8	-10
Cc1ccccc1N(CC(=O)NCCSCc1ccccc1)S(C)(=O)=O	-8	1	0	0	-8	-2	-0.2	-6	-5	-13
CN(Cc1ccccc1F)c1cc2c(c3c1ccn3C)C1CCC2C1 (centres undefined)	-4	3	6	-13	2	-2	-0.6	-34	4	-3
C=C(C)CSc1nnc(-c2cc(-c3ccccc3)n[nH]2)n1N	0	·	8	-2	9	0	-0.6	-2	·	10
COc1ccc(/C=C/c2nc3ccccc3n2Cc2ccc(OC)c(OC)c2)cc1	-55	12	1	-156	-4	0	-14	-154	17	1
COc1ccc(S(=O)(=O)N2CCOCC2)cc1NC(=O)c1cccc2c(=O)c(C)c(-c3ccccc3)oc12	1	-2	-2	-1	-1	-1	0.6	-1	9	10
COC(=O)C1CN(C2CCCC2)CCS(=O)(=O)N1Cc1cn(Cc2ccccc2)nn1 (centres undefined)	-1	·	-3	2	3	-1	0.5	0	·	2
CCOC(=O)CC1(C)c2nc(NC(C)=O)sc2Cc2sc(NC(C)=O)nc21	i	4	3	i	-4	-2	-73	i	-21	5
C=CCOC(=O)N1CCC2CC1c1c(-c3ccc(C(F)(F)F)cc3)cccc12 (centres undefined)	1	1	-4	3	-3	2	0.2	4	-6	-6
COc1ccc(Cl)cc1NC(=O)CSc1nc(Nc2ccccc2)nc(N2CCOCC2)n1	0	-8	-5	4	-7	5	0.0	1	8	3
COc1ccc(-c2cc(C(F)(F)F)nc(SCC(=O)N(C)Cc3cnn(C)c3C)n2)cc1OC	-15	8	3	-160	-2	-3	-0.2	-40	3	-2
CNC(=O)c1ccc(S(=O)(=O)c2ccc(Cl)cc2)c(NC(C)=O)c1	-2	-5	10	2	2	-3	0.1	-8	-7	6
CSCCn1c(C(C)(C)C)cc(C(=O)O)c1C	1	-2	-9	1	2	3	-0.8	-4	-9	9
CCC(CC)C(=O)N1CCN(Cc2ccc3c(c2)OCO3)CC1	-5	4	2	-1	4	-3	-0.2	2	-6	8
CCOC(=O)C1CCN(C(=O)CNC(=O)c2nn(-c3ccc(OC)cc3OC)c(=O)c3ccccc23)CC1	-2	-9	3	-8	4	-3	0.3	-1	-12	-2
Nn1c(SCC(=O)NCc2ccc3c(c2)OCO3)nnc1C1CC1	-6	2	-5	0	-7	0	0.1	-2	-2	15
Clc1ccc2nc(CNc3nc(N4CCOCC4)nc4c3ncn4-c3ccsc3)[nH]c2c1	-5	·	4	-2	-8	-1	·	-14	·	7
COC(=O)c1ccccc1N=Nc1c(N)n[nH]c1N	1	-2	1	1	2	-1	0.0	1	-12	5
O=C(Cc1ccc(Nc2nc3ccc(Br)cc3[nH]2)cc1)NCCc1cccs1	8.9*	11	-5	7	7	-3	0.4	7	7	-8
COC(=O)c1c(NC(=O)c2c(-c3ccccc3Cl)noc2C)sc2c1CCC2	-10	-11	2	-14	-8	1	-2.2	-22	6	-1
Clc1ccc(/C=N/Nc2nc(Cl)nc3ccccc23)cc1	-8	4	-5	-52	-10	2	-1.1	-52	-2	-7
Cc1ccc(C2=NCCn3c2c2ccc([N+](=O)[O-])cc2[n+]3[O-])cc1	-4	5	2	-12	-8	-1	0.5	-2	-1	9
COc1cc(C(=O)N2CCN(C(=O)c3cc(-c4ccc(Br)cc4)n[nH]3)CC2)cc(OC)c1OC	-2	2	-6	1	6	3	0.1	0	1	2
CCCCn1nnnc1C(c1ccc(OC)cc1)N1CCN(C/C=C/c2ccccc2)CC1 (centres undefined)	3	2	3	-1	-2	-14	0.0	4	1	2
COc1cc(/C=C(\C#N)c2nc3ccccc3s2)cc([N+](=O)[O-])c1O	-2	-5	-7	-20	-14	3	0.5	4	0	-6
Cc1ccc(C(C(=O)NC2CCCCC2)N(CC2CCCO2)C(=O)CNC(=O)c2ccco2)cc1 (centres undefined)	5	10	0	10.0*	-2	0	-0.5	4	13	-27
CC(=O)c1cc2c(ccc3ccccc32)oc1=O	-217	2	7	-382	-2	4	6.1	i	24	8
CCOc1ccc(C(=O)NCCC(=O)N2CCC3(CC2)NCCc2[nH]cnc23)cc1OCC	-2	-5	-4	0	-3	1	0.1	-19	8	0
COc1ccccc1N1CCN(C(=O)CCCCCn2c(=O)[nH]c3ccsc3c2=O)CC1	-5	-9	11	-1	8	1	0.4	1	-2	15
O=C(COC(=O)[C@@H]1CC(O)CN1S(=O)(=O)c1ccc2c(c1)OCCO2)NCc1ccc(F)cc1 (some centres undefined)	-3	-2	-1	8	-10	-8	0.3	0	9	-12
COc1ccc(C(=O)OC(C)C(=O)NC(C)CCc2ccccc2)cc1[N+](=O)[O-] (centres undefined)	0	2	-1	1	2	-3	0.3	-4	3	5
Cc1cccc(NC(=O)C2C3C=CC(O3)C2C(=O)O)c1C (centres undefined)	-2	4	-7	-2	-4	3	-0.2	3	16	7
CN1CCN(C(=O)c2cc3ccccc3oc2=O)CC1	-5	15	-3	0	-4	1	0.4	-9	-12	6
Nc1cc(OCc2ccccc2)ccc1OCc1ccccc1	4	7	-7	2	0	0	-0.1	5	-5	-5
CCc1nc2ccc(C(=O)NCCOc3ccc(OC)cc3)cn2c1N(C)CCCc1ccccc1	-2	5	1	-5	4	1	-0.3	-4	2	3
CC(=O)N1CCc2cc(Br)cc(S(=O)(=O)NCCCN3CCCC(C)C3)c21 (centres undefined)	-2	9	12	-1	4	-2	0.4	2	-5	4
COc1ccc(OCCNC(=O)C2(C)CCN2Cc2ccc(SC)cc2)cc1 (centres undefined)	-1	-12	7	-1	12	-1	0.5	2	1	-5
O=C(c1ccco1)N1CCN(Cc2nnnn2CC2CCCO2)CC1 (centres undefined)	0	-4	-1	4	-4	-1	0.4	5	0	1
CCc1nc(N)nc(N)c1-c1ccc(Cl)c(N=[N+]=[N-])c1	-2&0	5&6	3&6	-5&0	0&-3	1&-2	0.6&0.2	-6&-11	-16&1	-5&-9
COC(=O)[C@H]1[C@@H](C)N(Cc2ccccc2)C(=O)N[C@H]1c1cccc(C(F)(F)F)c1	-4	7	5	-2	1	1	0.1	0	-3	19
O=C1/C(=C/c2ccco2)Cc2ccccc21	-26	0	7	-16	-2	-2	-1.1	-73	-8	-4
COc1ccc(C(C)(O)c2nc(-c3cccc(NC(C)=O)c3)cs2)cc1 (centres undefined)	0	4	8	-2	1	-1	0.2	1	9	0
CC1CC(C)(C)NC(C)c2ccccc21 (centres undefined)	-2	15	6	2	3	-5	-0.3	-4	-11	-1
CCOC(=O)c1c(C)nc2sc(C(=O)Nc3ccc(C(C)=O)cc3)c(N)c2c1-c1ccc(OC)cc1	-23	-1	0	i	-10	1	-3.5	-54	1	-4
COc1ccc(Cn2cc3c(-c4ccc(F)cc4)nnc-3c3cc(OC)c(OC)cc32)cc1	-72	20	0	-436	1	5	-35	-347	10	-4
O=C(c1ccc(Cl)c([N+](=O)[O-])c1)N1CCN(S(=O)(=O)c2ccc(Cl)cc2)CC1	1	0	-4	0	-2	1	0.5	-3	-8	-4
CN1CCC(=NNC(=O)COc2ccc(Cl)cc2)CC1	-2	-5	0	1	-2	-1	0.2	-5	2	-1
COc1cccc(C(=O)NCC(=O)NCc2cc(=O)n(C)c(=O)n2C)c1	2	6	1	1	9	0	0.1	3	12	5
Cn1c(C2=C(O)CN(c3ccc4c(c3)OCCO4)C2=N)nc2ccccc21	-2	2	6	0	2	-2	0.0	3	-6	-11
COc1ccc(CC(=O)NCc2nnc(SCC(=O)c3ccc(OC)cc3)n2C)cc1	-4	-12	5	0	4	0	0.3	-5	-1	3
Cc1noc(C(=O)N(C)c2ccccc2)c1Cl	0	2	8	0	-11	2	-0.3	2	5	2
CNc1ccc(Br)cc(C(=O)/C=C/c2cccc(OC)c2OC)c1=O	-11	1	-6	-78	-2	16*	0.0	-23	-3	2
C#CCOCCOCCOCCNc1nc(N2CCN(C(=O)CCCCCCCCCCNC(=O)[C@@H](CCSC)n3cc(CCO)nn3)CC2)nc(N2CCN(C(=O)CCCCCCCCCCNC(=O)[C@H](CCSC)n3cc(CCO)nn3)CC2)n1	-1	-9	4	2	1	-1	1.5	10	7	-7
Cc1c(C(=O)NCc2cccnc2)oc2ccc(S(=O)(=O)N3CCC4(CC3)OCCO4)cc12	0	9	4	-3	-6	0	0.4	-5	-3	1

Record cards, from the list above. Order of screens: ADAM17 inh, ARFGAP1 inhibitor, Tn7 DDE FP, PLC-gamma1 inh, Tn6 DDE FP, LEDGF integ inh, proKLK7 act, ADAM10 inh, ASAP1 inh, TDP2 absorb
CCOc1ccc(C(=O)NCCC(=O)N2CCC3(CC2)NCCc2[nH]cnc23)cc1OCC is entered as -2, -5, -4, 0, -3, 1, 0.1, -19, 8, 0
COc1ccccc1N1CCN(C(=O)CCCCCn2c(=O)[nH]c3ccsc3c2=O)CC1 is entered as -5, -9, 11, -1, 8, 1, 0.4, 1, -2, 15

Screening data deposited in PubChem BioAssay by The Scripps Research Institute Molecular Screening Center.
